Source: PubChem BioAssay (several laboratories)
NPR1 activator – GC-A stimulated cGMP production enhancers – HEK293 GC-A cells, cGMP TR-FRET, EC30 ANP, primary screen; Atrial natriuretic peptide receptor 1 (Homo sapiens), P16066; 0% at EC30 ANP, 100% saturating ANP; activation, % at 10 µM; 370,000 compounds, 0.14% hits; AID 1671463, 2021; in the data active means activation above about 40%
UHRF1 binding – UHRF1 methylated DNA binding inhibitors, primary screen, counter-screen for MBD2 inhibitor project, biochemical, TR-FRET, human UHRF1, single concentration | E3 ubiquitin-protein ligase UHRF1 (Homo sapiens), Q96T88 | 370,000 compounds, 0.75% hits | AID 687016, 2013 | inhibition, % at 4.4 µM | UHRF1 binding to methylated oligo; in the data active means inhibition above about 21%;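 further: UHRF1 SRA domain binding a hemimethylated CpG hairpin DNA probe; 0% = median of test compound wells and 100% = reference inhibitor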
GC-B act – human GC-B receptor activators, primary screen, HEK293 GC-B cells, cGMP TR-FRET, EC30 CNP | 0% at EC30 CNP, 100% saturating CNP | activation, % at 10 µM | 370,000 compounds, 0.11% hits | AID 1920062, 2024;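 active means activation at 10 µM reaching about 35% in either raw or pattern-adjusted values, limit read from the data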
Target sequence (P20594 whole entry, looked up): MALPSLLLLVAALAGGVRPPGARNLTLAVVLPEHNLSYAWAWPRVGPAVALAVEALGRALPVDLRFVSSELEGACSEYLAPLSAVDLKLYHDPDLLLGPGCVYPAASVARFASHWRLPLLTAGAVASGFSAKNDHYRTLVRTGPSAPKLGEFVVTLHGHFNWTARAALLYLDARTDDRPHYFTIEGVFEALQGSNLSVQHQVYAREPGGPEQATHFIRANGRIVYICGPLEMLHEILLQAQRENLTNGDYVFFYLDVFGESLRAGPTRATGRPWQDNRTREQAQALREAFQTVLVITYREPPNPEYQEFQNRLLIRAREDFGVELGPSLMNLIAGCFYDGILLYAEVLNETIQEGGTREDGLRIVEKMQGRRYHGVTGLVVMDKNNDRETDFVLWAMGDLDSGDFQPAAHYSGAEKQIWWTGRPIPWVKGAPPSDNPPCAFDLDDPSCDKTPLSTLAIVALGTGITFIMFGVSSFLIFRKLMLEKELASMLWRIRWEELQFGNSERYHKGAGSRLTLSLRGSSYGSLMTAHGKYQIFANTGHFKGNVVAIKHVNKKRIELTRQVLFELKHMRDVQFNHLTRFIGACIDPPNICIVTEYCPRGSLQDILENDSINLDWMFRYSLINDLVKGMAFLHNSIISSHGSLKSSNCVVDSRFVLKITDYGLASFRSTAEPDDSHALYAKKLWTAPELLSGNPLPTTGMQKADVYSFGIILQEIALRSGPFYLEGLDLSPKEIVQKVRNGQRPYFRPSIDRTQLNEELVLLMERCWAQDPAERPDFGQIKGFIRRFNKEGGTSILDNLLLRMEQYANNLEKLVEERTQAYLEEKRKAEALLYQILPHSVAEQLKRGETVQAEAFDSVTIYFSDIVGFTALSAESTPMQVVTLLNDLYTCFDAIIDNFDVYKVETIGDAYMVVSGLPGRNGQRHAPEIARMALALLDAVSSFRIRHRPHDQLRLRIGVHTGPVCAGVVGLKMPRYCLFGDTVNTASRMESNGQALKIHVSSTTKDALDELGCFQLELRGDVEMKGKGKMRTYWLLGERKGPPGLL
SIAE inh – human SIAE inhibitors, primary screen, biochemical, fluorescence polarization, FP-Rh probe, 1536-well HTS; Sialate O-acetylesterase (Homo sapiens), Q9HAT2; SIAE FP-Rh probe binding; inhibition, % at 9.66 µM; 370,000 compounds, 0.69% hits; AID 1053197, 2014;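 active means inhibition above a cutoff: mean of compounds within the control limits plus 3 SD of those, cut at about 17% in these data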;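 further: 0% = plate median of compound wells and 100% = probe without SIAE protein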
PRMT1 inh – PRMT1 methyltransferase inhibitors, primary screen, biochemical, fluorescence polarization. inhibition, % at 2.79 µM. recombinant PRMT1, activity-based probe fluorescence polarization. AID 652257, 2013. 370,000 compounds, 1.3% hits. Protein arginine N-methyltransferase 1 (Homo sapiens), Q99873;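 active means inhibition above about 21% made by adding two undisclosed values, limit read from the data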
HTRA1 inhibitor – HTRA1 serine protease inhibitors, primary screen, biochemical, fluorescence polarization, HTS; AID 504803, 2011; 340,000 compounds, 0.5% hits; recombinant HTRA1, FP-rhodamine activity-based probe; inhibition, % at 5.96 µM; Q92743; in the data active means inhibition above about 36%;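 further: 0% = enzyme with DMSO and 100% = wells lacking enzyme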
ABHD4 inh – ABHD4 inhibitors, primary screen, biochemical, fluorescence polarization, mouse. (Lyso)-N-acylphosphatidylethanolamine lipase (Mus musculus), Q8VD66. purified mABHD4, FP-Rh probe fluorescence polarization. inhibition, % at 8.92 µM. 370,000 compounds, 0.54% hits;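 active means inhibition exceeding the mean over every tested compound plus 3 SD, cut at about 30% in these data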;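 further: 0% = plate median of compound wells and 100% = S159A mutant with DMSO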
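Test system: mABHD4 protein | Buffer or medium: HEPES pH 7.0 buffer, 150 mM NaCl, 0.01% Pluronic F-127 | Probe or stimulus: FP-Rh fluorescent activity-based probe, added after compound pre-incubation | Timing: Pre-incubation 45 min, probe exposure 60 min, at 25 °C | Technique: Fluorescence polarization, excitation 525 nm, emission 598 nm, BODIPY TMR filters | Repeats: Single well per compound (singlicate)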
TCR-CD3 inh – inhibitors of human TCR-CD3 interaction, primary screen, biochemical, fluorescence, TAMRA-labeled TCR probe. inhibition, % at 9.4 µM. 360,000 compounds, 0.37% hits. AID 651800, 2012; in the data active means inhibition above about 19%;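 further: recombinant mutant TCR 2C K166C tagged with TAMRA read by polarization; 0% = receptor in buffer alone and 100% = receptor with positive control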
rCAG binder – binders of r(CAG) RNA repeats, primary screen, biochemical, fluorescence. 370,000 compounds, 1.3% hits. inhibition, % at 3 µM. r(CAG) RNA repeat, TO-PRO-1 dye displacement fluorescence. AID 651821, 2012;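 active means inhibition above the plate cutoff, the mean of all test compounds on that plate plus 3 SD, cut at about 35% in these data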;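 further: 0% = DMSO alone and 100% = 100 µM mitoxantrone as full dye displacement; higher means more dye released from RNA so lower well fluorescence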
MBD2 inh – inhibitors of MBD2 binding to methylated DNA, primary screen, biochemical, TR-FRET, DNA-binding domain, human; MBD2 binding to methylated oligonucleotide; inhibition, % at 4.4 µM; 370,000 compounds, 0.31% hits; AID 686964, 2013; in the data active means inhibition above about 13%
Numbers without * were called inactive; . = not tested or not shown. This is a subset; the hit share may differ from the screen's.

Screens by letter – A = NPR1 activator; B = UHRF1 binding; C = GC-B act; D = SIAE inh; E = PRMT1 inh; F = HTRA1 inhibitor; G = ABHD4 inh; H = TCR-CD3 inh; I = rCAG binder; J = MBD2 inh
1) CCO[C@H]1OC(C(=O)O)=C[C@@H](C)[C@@H]1CCCO
  A: 2; B: -3; C: 3; D: -3; E: 2; F: -4; G: 3; H: 6; I: 5; J: -2
2) CC(C)n1nc(C(=O)Nc2nc3ccc(S(C)(=O)=O)cc3s2)c2ccccc2c1=O
  A: 7; B: 0; C: 1; D: 5; E: 2; F: 4; G: 2; H: -3; I: 0; J: 1
3) O=C(NCCCN1CCOCC1)c1cc2nc(-c3ccco3)cc(C(F)(F)F)n2n1
  A: 2; B: -4; C: 7; D: 9; E: -2; F: 14; G: 6; H: -13; I: -4; J: -4
4) CCN(CC)S(=O)(=O)c1cccc(-c2nnc(SCC(N)=O)n2CCc2ccccc2)c1
  A: -1; B: -4; C: -3; D: 1; E: 0; F: 0; G: 2; H: -7; I: -2; J: -4
5) O=C(CCl)N(C/C=C/c1ccccc1)c1ccc2c(c1)OCCO2
  A: -24; B: -1; C: -2; D: 2; E: 4; F: -2; G: -5; H: -6; I: -3; J: -3
6) CCSc1nc2c(c(=O)n(C)c(=O)n2C)n1Cc1ccc(Cl)cc1
  A: 16; B: 4; C: 12; D: -6; E: -1; F: -2; G: 1; H: -2; I: -4; J: -1
7) CCN(CC)CCOc1cc2c(nn1)Oc1ccccc1N2C
  A: 5; B: 0; C: 4; D: 6; E: -1; F: 1; G: -3; H: -2; I: 1; J: -3
8) O=C(Nc1ccc(C(=O)N2CCCCC2)cc1)c1ccccc1Cl
  A: -1; B: -1; C: -2; D: -1; E: -5; F: -4; G: 3; H: 15; I: -5; J: -5
9) CCCCC(=O)OC1CCC2C3CCc4cc(O)ccc4C3CCC12C (stereo not given)
  A: -8; B: 3; C: -4; D: -9; E: 4; F: -19; G: -22; H: -7; I: 10; J: 6
10) CC(=O)Nc1ccccc1C(=O)C(=O)Nc1ccc(C)c(F)c1
  A: 1; B: 1; C: -1; D: -10; E: -1; F: 3; G: 6; H: -6; I: -3; J: 5
11) CC(C)(C)C(=O)NC(=S)Nc1ccccn1
  A: 4; B: -1; C: 5; D: -3; E: 0; F: 7; G: 3; H: 9; I: 0; J: 1
12) COc1ccc(C2(C)NC(=O)N(CC(=O)Nc3ccc(Br)c(C)c3)C2=O)cc1OC (stereo not given)
  A: 6; B: -1; C: 0; D: 3; E: -3; F: -23; G: -13; H: 7; I: 7; J: -3
13) CSc1sc(-c2nnc(SCC(=O)Nc3ccc(Cl)cc3)n2C)c2c1C=CCC2
  A: -7; B: 2; C: -6; D: -15; E: 0; F: .; G: 3; H: 1; I: 1; J: -1
14) O=C(OCc1cc(Cl)ccc1OC(F)F)c1cccnc1
  A: 2; B: 0; C: -1; D: -4; E: -3; F: -11; G: -4; H: 5; I: -4; J: 0
15) Cc1cc2c(ncn2C)c(NS(=O)(=O)c2cc(Cl)ccc2Cl)c1C
  A: -11; B: 4; C: -8; D: -4; E: 2; F: -1; G: 3; H: -1; I: 4; J: 1
16) Cc1ccc(S(=O)(=O)NC(=O)C2(C)CCN2C(=O)c2ccc(C(F)(F)F)nc2C)cc1 (stereo not given)
  A: 1; B: 1; C: -5; D: 4; E: -2; F: .; G: 3; H: 10; I: 0; J: -6
17) Cn1cc(S(=O)(=O)c2ccccc2)n(C)c1=O
  A: 3; B: 2; C: 1; D: 2; E: 1; F: 10; G: -1; H: -1; I: 2; J: 0
18) O=C(N/N=C/c1cccs1)c1cccc(S(=O)(=O)Nc2ccc(Cl)cc2)c1
  A: -8; B: -4; C: -1; D: -177; E: -1; F: -7; G: -53; H: 3; I: 15; J: -3
19) COc1ccccc1N(C)S(=O)(=O)c1ccc(C)c(C(=O)NC(C)c2ccccn2)c1 (stereo not given)
  A: 0; B: 1; C: 1; D: -6; E: 8; F: 6; G: 2; H: 0; I: 5; J: 2
20) N#Cc1ccccc1OCC(=O)NC1CCCCCC1
  A: -1; B: 7; C: -1; D: 10; E: 2; F: 0; G: 3; H: -6; I: 1; J: 7
21) CCC(CC)C(=O)Nc1cccc(C(=O)NCCc2ccc(S(N)(=O)=O)cc2)c1
  A: 0; B: -1; C: 4; D: 1; E: 0; F: 3; G: 0; H: 1; I: 3; J: -2
22) CC(c1ccco1)N(C(=O)c1cccc(Br)c1)c1ccccn1 (stereo not given)
  A: -7; B: -1; C: -5; D: 1; E: 0; F: 3; G: 10; H: -3; I: -1; J: 2
23) O=C(/C=C/c1ccccc1)Nn1cnc2ccccc2c1=O
  A: 5; B: -1; C: -2; D: 1; E: 0; F: -2; G: 1; H: 7; I: 2; J: 2
24) N#Cc1nccc2ccc(OCc3ccc(Br)cc3)cc12
  A: -6; B: 7; C: 2; D: 3; E: -2; F: 7; G: -2; H: 5; I: 2; J: 2
25) COc1ccc(/C(C)=N/Nc2ccc(F)cc2F)c(O)c1
  A: 0; B: 4; C: -1; D: 3; E: 2; F: 0; G: 1; H: -6; I: 1; J: 0

Reprinted from the part before: four compounds, followed by the next part.
Screens by letter – A = NPR1 activator; B = UHRF1 binding; C = GC-B act; D = SIAE inh; E = PRMT1 inh; F = HTRA1 inhibitor; G = ABHD4 inh; H = TCR-CD3 inh; I = rCAG binder; J = MBD2 inh
22) CC(c1ccco1)N(C(=O)c1cccc(Br)c1)c1ccccn1 (stereo not given)
  A: -7; B: -1; C: -5; D: 1; E: 0; F: 3; G: 10; H: -3; I: -1; J: 2
23) O=C(/C=C/c1ccccc1)Nn1cnc2ccccc2c1=O
  A: 5; B: -1; C: -2; D: 1; E: 0; F: -2; G: 1; H: 7; I: 2; J: 2
24) N#Cc1nccc2ccc(OCc3ccc(Br)cc3)cc12
  A: -6; B: 7; C: 2; D: 3; E: -2; F: 7; G: -2; H: 5; I: 2; J: 2
25) COc1ccc(/C(C)=N/Nc2ccc(F)cc2F)c(O)c1
  A: 0; B: 4; C: -1; D: 3; E: 2; F: 0; G: 1; H: -6; I: 1; J: 0
26) Cc1nc2ccccc2nc1OCc1cccc(Cl)c1
  A: -6; B: 1; C: 0; D: -2; E: 1; F: -8; G: 1; H: 1; I: -6; J: 4
27) c1ccc(Nc2nnc(-c3cccc4ccccc34)o2)cc1
  A: -2; B: 3; C: -3; D: -1; E: -4; F: .; G: 0; H: -2; I: 3; J: -2
28) Cc1cccc(C)c1N1CCN(C(=O)c2ccc3c(c2)OCO3)CC1
  A: 3; B: 0; C: -1; D: 3; E: 3; F: -2; G: 3; H: 8; I: -9; J: 5
29) CC(=O)N1CCN(c2ccc(NC(=O)c3cccc(F)c3)cc2)CC1
  A: -3; B: 1; C: -3; D: 4; E: -3; F: 10; G: 0; H: -9; I: -1; J: 3
30) COC(=O)c1sccc1NC(=O)C1CCCCC1C(=O)O (stereo not given)
  A: -1; B: 0; C: 6; D: 1; E: 7; F: 2; G: 6; H: 11; I: -1; J: 1
31) COC(=O)c1ccc(NC(=O)CN2C(=O)C3C4C=CC(C4)C3C2=O)cc1 (stereo not given)
  A: 1; B: 4; C: 8; D: 6; E: 1; F: 3; G: 4; H: -6; I: -2; J: -1
32) COc1ccc(S(=O)(=O)N2CCOCC2)cc1NC(=O)CNC(=O)c1cccs1
  A: 5; B: -2; C: 6; D: -2; E: -1; F: 1; G: 1; H: 7; I: 5; J: 1
33) C[C@@H]1CN([C@@H](C)CN(C)C)C(=O)c2cc(NC(=O)Nc3ccccc3)ccc2O[C@@H](C)CCCCO[C@H]1CN(C)S(=O)(=O)c1ccc(F)cc1
  A: 1; B: -2; C: 1; D: 8; E: -2; F: .; G: 4; H: .; I: .; J: 3
34) COC(=O)C1CN(C2CCCC2)CCS(=O)(=O)N1Cc1cn(Cc2ccccc2)nn1 (stereo not given)
  A: 1; B: 14; C: 5; D: 0; E: 0; F: .; G: 7; H: .; I: 2; J: 8
35) CCOC(=O)c1[nH]c(C)c(C(=O)NCCCN2CCOCC2)c1C
  A: 2; B: 2; C: -4; D: 9; E: -5; F: -1; G: -2; H: 3; I: 1; J: 1
36) CCn1c(SCC(=O)c2ccc(-c3ccccc3)cc2)nnc1-c1ccc(C(C)(C)C)cc1
  A: -2; B: 4; C: 1; D: 2; E: 1; F: .; G: 7; H: .; I: 9; J: -3
37) O=C(NC(=S)N1CCCc2ccccc21)c1ccco1
  A: -4; B: 3; C: -5; D: 5; E: 4; F: 6; G: -2; H: -3; I: 1; J: 3
38) COc1cccc(C(c2nnnn2Cc2ccccc2)N2CCN(C(=O)c3ccco3)CC2)c1OC (stereo not given)
  A: -3; B: 0; C: -1; D: -2; E: 5; F: 7; G: -2; H: -8; I: -9; J: -4
39) COc1ccc(C2CC(c3ccccc3)Nc3ncnn32)cc1 (stereo not given)
  A: 0; B: -3; C: 1; D: -2; E: -1; F: 7; G: -1; H: 8; I: -1; J: 1
40) CNc1cncc(-c2cc(OC)ccc2OC)n1
  A: 1; B: 1; C: 6; D: 2; E: 3; F: .; G: 1; H: -12; I: 0; J: 4
41) COC(=O)c1ccc(CN2C(=O)C(C)N(C(=O)c3c(F)cccc3F)c3ccccc32)cc1 (stereo not given)
  A: -1; B: 3; C: 5; D: -4; E: -4; F: -6; G: -10; H: -7; I: -4; J: 0
42) O=C1CN(C(=O)COC(=O)c2cccc(S(=O)(=O)NCc3ccccc3)c2)c2ccccc2N1
  A: -2; B: -1; C: -3; D: 4; E: 1; F: -10; G: -6; H: 4; I: 7; J: 2
43) Cc1cccc(N(C(=O)c2snc(C(N)=O)c2N)C(C(=O)NCC2CCCO2)c2c[nH]c3ccccc23)c1 (stereo not given)
  A: -28; B: -1; C: -12; D: 9; E: -2; F: -7; G: -8; H: 7; I: 2; J: 1
44) NC(=O)c1ccc(NC(=O)COC(=O)c2ccc3c(c2)OCO3)cc1
  A: 2; B: 2; C: -4; D: -4; E: 0; F: -3; G: -3; H: -1; I: 2; J: -2
